PMI inhibitors: inhibitors of human PMI, primary screen, biochemical, fluorescence intensity, coupled assay (AID 1209); purified PMI enzyme, coupled fluorescence intensity; higher % means a stronger effect; inhibition, % at 20 µM, or IC50 in µM where a hit was titrated; 190,000 tested, 0.42% active;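 further: plate controls were DMSO vehicle for no effect and wells lacking substrate for full effect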
XIAP displacement: small molecules displacing peptide from XIAP – biochemical, IAP family, fluorescence polarization (AID 1018); XIAP BIR domain, fluorescence polarization peptide displacement; higher % means a stronger effect; displacement, % at 20 µM; hits with a dose series show IC50 in µM; 200,000 tested, 0.007% active; in the data active means displacement above about 50%; further: a part of the inactive calls stands beside numbers as strong as those of hits
SIAH1 antagonists: Siah-1 peptide-binding antagonists, primary screen, biochemical, fluorescence polarization, rhodamine-plectin, uHTS (AID 1817) | Siah-1 / rhodamine-plectin peptide fluorescence polarization; higher % means a stronger effect | displacement, % at 20 µM, or IC50 in µM where a hit was titrated | 290,000 tested, 0.02% active;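 active means displacement of at least 50% at 20 µM, with a fluorescence ratio check between 0.3 and a set limit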;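 further: plate controls were Siah plus tracer with DMSO for no effect and tracer alone without Siah for full effect; strong numbers were not always called active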
P. falciparum M17LAP: P. falciparum M17LAP inhibitors, primary screen, biochemical, fluorogenic H-Leu-NHMec substrate, 1536-well (AID 1619). recombinant M17LAP, H-Leu-NHMec fluorogenic kinetic assay; higher % means a stronger effect. inhibition, % at 30 µM, or IC50 in µM where a hit was titrated. 220,000 tested, 0.38% active;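 active means compound inhibiting the enzyme by more than half at any dose during confirmatory dose-response retesting; inconclusive means strong single-dose inhibitors picked by rank but not retested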;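 further: plate controls were full reaction with DMSO carrier for no effect and no enzyme background for full effect; strong numbers were not always called active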
Dynein transport: dynein cargo transport inhibition. AID 1381. 220,000 tested, 0.47% active. 3617.4 mouse cells, GR-EGFP nuclear translocation imaging; test concentration mostly 20 µM; stimulated with dexamethasone, 1 µM; hits give low values. z-score, hits read low;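 active means plate z-score of nuclear minus cytoplasmic receptor signal below a set negative limit, without overly bright fluorescence or cell loss, cut at about -3.5 in these data, passing the limit was not always enough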;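 further: z-score of nuclear minus cytoplasmic ring GR-EGFP intensity difference per well; some compounds called inactive have numbers as strong as hits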
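Buffer or medium – tet-free medium with charcoal-stripped serum · Signal – automated 10x imaging of fixed Hoechst-stained cells · Also added – dexamethasone agonist, 1.0 µM final, for 30 min · Incubation – induction 48 h, compound 1 h, agonist 30 min · Read-out – GR-EGFP nuclear translocation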
PMI inhibition: human PMI inhibitors, high substrate, primary screen, biochemical, fluorescence intensity, high mannose 6-phosphate (AID 1220) | recombinant PMI enzyme, coupled fluorescence intensity; higher % means a stronger effect | inhibition, % at 20 µM; hits with a dose series show IC50 in µM | 190,000 tested, 0.66% active
AID2073: disruptors of CaV2.2 binding to Mint1 – biochemical, HTRF (AID 2073); 290,000 tested, 0.19% active; HTRF protein-protein interaction, Mint1-CaV2.2; higher % means a stronger effect; inhibition, % at 20 µM, or IC50 in µM where a hit was titrated; in the data active means inhibition mostly above about 51%, no sharp cut-off; inconclusive means no clear call, values can overlap the other calls; inactive means mostly below about 53%; further: some results filed as inactive read as strong as hits
P. falciparum M1AAP: malaria alanyl aminopeptidase activity blockers – biochemical, fluorogenic H-Leu-NHMec substrate, 1536-well (AID 1445) | recombinant M1AAP, H-Leu-NHMec fluorogenic kinetic assay; higher % means a stronger effect | one-dose inhibition, % at 30 µM; IC50 in µM for titrated hits | 220,000 tested, 0.42% active;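 active means primary inhibition above the hit cutoff, then over 50% inhibition at one or more dose response concentrations, cut at about 23% in these data, passing the limit was not always enough; inconclusive means conflicting primary data, or primary hits not chosen for dose response; inactive means low primary inhibition, or under 50% at every dose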;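 further: plate controls were DMSO full reaction for no effect and no enzyme background for full effect; strong numbers were not always called active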
LYP inhibition: PTPN22 lymphoid phosphatase activity blockers – biochemical, fluorescence intensity, uHTS (AID 1779); inhibition, % at 11.5 µM, or IC50 in µM where a hit was titrated; recombinant LYP phosphatase, fluorescence intensity; higher % means a stronger effect; 290,000 tested, 0.054% active;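 further: plate controls were vehicle with enzyme for no effect and no enzyme for full effect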
Dynein transport cytoplasmic EGFP: also measured in Dynein transport; calls as there; z-score; measured here: cytoplasmic GR-EGFP intensity; hits give high values
Dynein transport nuclear GR-EGFP: further read-out of Dynein transport, marked with its call; z-score; measured here: nuclear GR-EGFP intensity;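 lower value marks the stronger effect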
Dynein transport cell count: further read-out of Dynein transport, marked with its call; z-score; measured here: cell count per field
Numbers without * were called inactive; u = inconclusive; x = no result given; & = joins results of further samples. Unless noted, no stated cut-off is given here; in the data, active means inhibition above about 50%; inactive means the rest.

SMILES	PMI inhibitors	XIAP displacement	SIAH1 antagonists	P. falciparum M17LAP	Dynein transport	Dynein transport cytoplasmic EGFP	Dynein transport nuclear GR-EGFP	Dynein transport cell count	PMI inhibition	AID2073	P. falciparum M1AAP	LYP inhibition
COc1ccc(C(C(=O)NC2CCCC2)N(CC2CCCO2)C(=O)Cc2cccs2)cc1OC (stereo unspecified)	3%	0.5%	7%	-2%	1.8	-0.11	0.86	-0.4	2%	10%	1%	-5%
NC(=O)c1ccsc1NC(=O)c1coc2ccccc2c1=O	-3%	-2.3%	2%	5%	0.94	0.89	1.2	-0.78	-6%	23%	4%	-2%
COc1cccc(OCC(O)CN2CCN(c3ccccc3)CC2)c1 (stereo unspecified)	x	x	3%&0%	-3%	0.45	-0.28	0.85	-0.92	x	4%&11%	-2%	-4%&-8%
CCc1ccc(OCC(=O)Nc2ncc3c(n2)CC(C)(C)CC3=O)cc1	9%	-6.3%	-1%	-1%	-1.2	-0.12	-0.59	0.76	-1%	10%	1%	6%
O=C(NCc1n[nH]c(=S)n1-c1ccc(F)cc1)c1ccc(S(=O)(=O)N2CCCC2)cc1	0%	-2.2%	-1%	-14%	-0.66	-0.019	0.0079	-0.76	-4%	6%	18%	-3%
COc1ccc(-c2c(C#N)c(N)nc3sc(C(=O)c4ccccc4)c(N)c23)cc1	31%	-0.1%	-4%	-8%	-3.9	5.8	-0.34	0.81	30%	u	6%	4%
COc1ccc(-c2nc3cc(C)ccn3c2NCc2ccc3c(c2)OCO3)cc1	11%	-2.2%	-4%	x	-0.8	-0.35	-0.29	1.8	6%	u	x	0%
CCN(CC)c1ccc(/C=C(\C#N)c2ccccn2)cc1	8%	-3.1%	0%	9%	0.97	0.88	0.43	-1.6	14%	4%	4%	6%
O=c1[nH]c(CSc2nc3ccccc3s2)nc2cc(Cl)ccc12	x	x	1%	x	-1.2	-0.21	-0.018	1.1	x	1%	x	-1%
CN(C(=O)CSc1nnc(-c2cccc(F)c2)n1N)C1CCS(=O)(=O)C1 (stereo unspecified)	-6%	-4.5%	-7%	0%	-0.6	-0.31	-0.18	0.29	-3%	-8%	-1%	-6%
CCC(CC)NC(=O)/C=C/c1ccccc1Cl	4%	-14%	5%	-6%	-0.18	-0.32	-0.52	0.14	2%	6%	6%	-2%
CCN1C(=O)C(O)(CC(=O)c2ccc3c(c2)OCCO3)c2ccccc21 (stereo unspecified)	-5%	-4.2%	1%	-11%	-1	-0.26	-0.49	0.79	-15%	2%	2%	-9%
O=C(/C=C/c1cn(-c2ccccc2)nc1-c1cccnc1)N1CCCCC1	-3%	-4.7%	8%	7%	-0.54	0.12	-0.46	0.78	-3%	-2%	-2%	0%
Cc1nnc(SCSc2nnc(C)s2)s1	3%	-3.9%	3%	13%	-0.17	-0.27	0.5	0.093	7%	12%	1%	-10%
c1ccc(-n2ncc3c2ncn2nnnc32)cc1	6%	1.5%	-1%	-3%	0.76	-0.27	0.65	-1	5%	33%	-2%	-10%
CC(=O)NNC(=O)C(O)(c1ccccc1)c1ccccc1	1%	-6.1%	0%	35%	0.54	-0.17	-0.073	0.36	10%	-2%	-5%	-5%
O=C(OCC(=O)N1CCc2ccccc21)c1cccc(S(=O)(=O)N2CCCc3ccccc32)c1	8%	-7.8%	-2%	-7%	-0.49	-0.2	-0.19	-0.12	-3%	8%	5%	-12%
CCc1nnc(NC(=O)CCC(=O)NCc2ccccc2OC)s1	12%	-1.9%	-4%	6%	-0.37	-0.15	-0.88	0.52	3%	-1%	9%	-8%
O=C(Nc1ccc(Cl)cc1)/C(=C1\CCCN1)[N+](=O)[O-]	x	x	-3%	-5%	0.19	0.21	0.071	-0.48	x	17%	1%	-2%
O=C(O)C12CC3CC(C1)CC(n1ncc(NCc4ccccc4)c(Cl)c1=O)(C3)C2	-12%	-8.0%	3%	90µM*	-0.61	-0.31	-0.0011	0.71	-7%	14%	-10%	-1%
CCC(=O)/C(=C(/O)c1ccccc1)c1nc2ccccc2[nH]1	7%	-4.0%	7%	-2%	0.55	-0.25	0.29	0.38	43%	10%	6%	-3%
Cn1c(=O)c2[nH]c(N/N=C(/C#N)C(N)=O)nc2n(C)c1=O	x	x	-1%	3%	1.1	-0.23	0.28	0.066	x	-4%	4%	-10%
Cc1ccc(N2C(=O)SC(N(CC(=O)O)c3cccc(C)c3)C2=O)cc1 (stereo unspecified)	-6%	-5.1%	-3%	0%	0.69	0.26	1.2	-1.1	2%	-4%	2%	-9%
Cc1ccccc1C(=O)NNC(=O)CSc1nnc(C)n1-c1ccccc1	9%	8.9%	20%	6%	0.51	-0.23	0.4	-0.3	-2%	6%	5%	11%
COc1ccc2[nH]c(=S)cc(C)c2c1	x	x	0%	-6%	0.073	-0.23	0.5	0.89	x	-48%	-2%	-4%
COc1ccc(NC(=O)CC2C(=O)N(c3ccc(F)cc3)C(=S)N2NC(=O)c2ccccc2)cc1 (stereo unspecified)	18%	-5.5%	2%	-2%	-0.47	-0.25	-0.38	0.93	11%	4%	-3%	4%
O=C1CC2(CCCC2)CC(=O)N1c1ccccc1	-5%	-3.2%	-5%	7%	-0.38	-0.28	-0.16	0.43	0%	2%	0%	-4%
CCn1c(/C=C/c2ccccc2)nc2ccccc21	3%	-6.6%	-1%	-27%	0.08	-0.21	0.5	0.79	-1%	6%	15%	-7%
CCN(CC)c1ccc(/C=C(/C#N)C(=O)NCc2ccccc2)o1	6%	6.0%	-6%	-2%	-0.2	3.3	0.88	0.96	27%	-7%	9%	-3%
CC1CN(S(=O)(=O)Cc2ccccc2)CC(C)O1 (stereo unspecified)	2%	-4.5%	3%	-3%	0.096	-0.21	0.35	0.7	1%	3%	-1%	1%
CCCC(c1nnnn1CC1CCCO1)N1CCN(c2ccccc2)CC1 (stereo unspecified)	-8%	-2.5%	4%	1%	0.72	-0.31	0.55	-0.57	-12%	8%	8%	-7%
O=C(CCC(=O)N(CC(=O)NC1CCCC1)C1CCCC1)Nc1ccccn1	-7%	-3.2%	1%	7%	0.88	-0.12	1.2	-1.3	2%	-13%	-7%	-2%
CCCCCCSC1=C(C#N)C(c2ccccc2)CC(=O)N1 (stereo unspecified)	10%	-7.2%	-3%	-3%	-0.19	0.35	0.62	0.12	0%	5%	0%	2%
Cc1cccc(N2C(=O)C3C4C=CC(C4)C3C2=O)c1 (stereo unspecified)	-7%	-6.1%	3%	8%	-0.017	-0.42	0.13	-0.2	-4%	3%	-1%	-9%
CC(C)CNC(=O)N[C@@H](CC(C)C)C(=O)O	x	x	2%	5%	0.23	-0.19	0.21	0.6	x	1%	-4%	-4%
Cc1cc(CN(C)C)c(O)c(C2(C)CCCCC2)c1	9%	5.4%	0%	4%	-0.78	-0.14	-0.12	0.17	-6%	0%	5%	-8%
C=CCN=C1SC(C)(C)C(=O)N1S(=O)(=O)c1ccc(C)cc1	0%	-1.6%	6%	-4%	3.1	0.4	1.7	-1.5	1%	4%	13%	-4%
Cc1nnc(NC(=O)CC(CN(C)S(=O)(=O)c2ccccc2)c2ccccc2)s1 (stereo unspecified)	-3%	-6.2%	0%	-8%	-0.83	-0.31	-0.36	1.1	-3%	-7%	-1%	-5%
COc1cccc(OC)c1C(=O)Nn1c(C2CCC2)nc2ccccc2c1=O	-6%	-0.8%	-3%	-13%	-0.69	-0.23	-0.18	0.63	-5%	-8%	2%	-5%
COc1ccc(CC2CCOC2=O)cc1 (stereo unspecified)	4%	-12%	2%	-10%	-0.5	-0.22	-0.016	0.28	16%	3%	17%	-10%
COc1ccc(CCNC(=O)c2ccco2)cc1OC	-6%	-2.9%	-6%	0%	-0.84	-0.3	-0.36	0.51	4%	20%	1%	-9%
O=C(NC1CCS(=O)(=O)C1)c1cccc(S(=O)(=O)N2CCCC2)c1 (stereo unspecified)	-3%	-3.2%	3%	-10%	0.65	0.25	0.36	0.11	-6%	11%	-2%	-6%
CC(=O)Nc1sc2c(c1CN1CCN(c3ccc(F)cc3)CC1)CCCC2	5%	-2.9%	4%	8%	-1.4	-0.17	-0.83	1.2	3%	-3%	6%	-7%
CCOC(=O)C1(Cc2cccc(OC)c2)CCCN(Cc2c(C)nn(C(C)C)c2C)C1 (stereo unspecified)	x	x	2%	-7%	-0.29	-0.21	0.28	0.92	x	-5%	10%	-10%
CCOC(=O)C1CCN(c2nc3ccccc3nc2C(C#N)C(=O)OC(C)C)CC1 (stereo unspecified)	0%	-5.0%	-1%	-8%	-0.61	2.7	0.21	0.87	4%	2%	6%	8%
C=CCOc1c(OC)cc(Cl)cc1C1NC(=O)NC(C)=C1C(C)=O (stereo unspecified)	4%	-2.1%	0%	3%	-0.86	0.29	-0.62	-0.61	1%	26%	-2%	5%
CCC(Sc1nncn1C)C(=O)Nc1nnc(-c2ccccc2Cl)s1 (stereo unspecified)	9%	-5.3%	3%	19%	2.5	0.33	1.6	-1.8	8%	1%	5%	2%
CS(=O)(=O)N(CC(=O)Nc1cccc(Cl)c1)c1ccccc1Cl	15%	-4.4%	-1%	5%	1.2	0.92	0.86	-1.1	9%	-8%	7%	-5%
Cc1cc(=O)[nH]c(SCc2nnnn2-c2ccc(Cl)cc2)n1	9%	2.2%	12%	16%	-0.36	-0.33	-0.4	0.54	19%	-1%	1%	-8%
CCCSc1nc2cc(C)c(C)cc2n1CC(O)CO (stereo unspecified)	1%	-10%	-4%	4%	-0.42	-0.34	0.2	0.54	8%	-3%	2%	-6%
COc1ccc(/C=N/NC(=S)NC2CCS(=O)(=O)C2)cc1 (stereo unspecified)	20%	-2.3%	6%	19%	0.057	-0.27	-0.11	0.96	6%	0%	11%	-3%

By substructure, the compounds so far with a furan ring, fused or not
SMILES	PMI inhibitors	XIAP displacement	SIAH1 antagonists	P. falciparum M17LAP	Dynein transport	Dynein transport cytoplasmic EGFP	Dynein transport nuclear GR-EGFP	Dynein transport cell count	PMI inhibition	AID2073	P. falciparum M1AAP	LYP inhibition
CCN(CC)c1ccc(/C=C(/C#N)C(=O)NCc2ccccc2)o1	6%	6.0%	-6%	-2%	-0.2	3.3	0.88	0.96	27%	-7%	9%	-3%
COc1ccc(CCNC(=O)c2ccco2)cc1OC	-6%	-2.9%	-6%	0%	-0.84	-0.3	-0.36	0.51	4%	20%	1%	-9%

Compound activity: PubChem, several laboratories
